TAAR1 ag: human TAAR1 agonists, primary screen, Fluo-8 calcium fluorescence, CHO RD-HGA16 cells; vehicle wells 0%, saturating PEA agonist 100%; activation, % at 3 µM; Trace amine-associated receptor 1 (Homo sapiens), Q96RJ0; 360,000 tested, 0.99% active; AID 624467, 2012;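 active means activation above the mean activation of all test compounds in the run plus 3 SD, cut at about 38% in these data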
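System: CHO-derived RD-HGA16 cells with stable Gα16 and human TAAR1. Times: 17-24 h plating, Fluo-8 75 min 37 °C, 30 min RT. Measured by: calcium-sensitive Fluo-8 signal, excitation 470-495, emission 515-575 nm. Read-out basis: % activation relative to PEA EC100 response. Control set: DMSO and PEA EC100. Repeats: no replicates (n 1).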
M1 PAM: human M1 muscarinic receptor positive allosteric modulators, primary screen, CHO-K1 cells, Fluo-8 calcium fluorescence, 1536-well; CHO-K1 hM1, ACh EC20; 0% = ACh EC20, 100% = maximal ACh; activation, % at 3 µM; 360,000 tested, 0.088% active; AID 588819, 2011; in the data active means activation above about 19%, passing the limit was not always enough
Target sequence (P11229 whole entry, looked up): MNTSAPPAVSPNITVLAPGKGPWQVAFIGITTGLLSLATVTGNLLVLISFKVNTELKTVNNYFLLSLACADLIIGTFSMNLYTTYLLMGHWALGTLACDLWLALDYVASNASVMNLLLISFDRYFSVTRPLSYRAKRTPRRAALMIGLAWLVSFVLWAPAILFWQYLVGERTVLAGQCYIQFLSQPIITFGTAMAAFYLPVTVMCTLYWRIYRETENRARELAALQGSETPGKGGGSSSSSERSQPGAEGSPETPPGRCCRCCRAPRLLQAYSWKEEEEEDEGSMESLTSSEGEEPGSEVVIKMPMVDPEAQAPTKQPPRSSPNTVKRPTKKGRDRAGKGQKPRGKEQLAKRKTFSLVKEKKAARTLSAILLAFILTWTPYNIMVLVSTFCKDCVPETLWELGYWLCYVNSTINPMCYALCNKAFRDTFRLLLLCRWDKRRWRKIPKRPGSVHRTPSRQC
CHO parental Ca: ATP-evoked calcium signal inhibitors, parental CHO, primary screen, counter-screen for OX1R antagonist project, cell-based, fluorescence, Fluo-8 calcium dye. inhibition, % at 5.6 µM. 330,000 tested, 0.63% active. parental CHO-K1, ATP-induced calcium, Fluo-8 fluorescence. AID 463079, 2010;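 active means inhibition above that plate's mean sample inhibition plus 3 SD, cut at about 26% in these data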;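 further: 0% = ATP-challenged DMSO wells and 100% = DMSO wells without ATP; some compounds past the cut are filed as inactive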
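Assay system: parental CHO cells; Read-out basis: percent inhibition of ATP-evoked calcium rise, normalized to controls; Benchmarks: ATP and no-ATP DMSO wells; Compound dosing: single nominal dose of 5.6 µM per compound; Signal: Fluo-8 calcium dye fluorescence; Also added: ATP as calcium-mobilizing challenge; Repeats: singlicate.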
CHRM1 agonist: human M1 muscarinic receptor agonists, primary screen, Fluo-8 calcium fluorescence, CHO-K1 cells, HTS | activation, % at 3 µM | Muscarinic acetylcholine receptor M1 (Homo sapiens), P11229 | CHO-K1 hM1, agonist mode; 0% DMSO, 100% acetylcholine EC100 | 360,000 tested, 0.33% active;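 active means activation above the run's mean compound activation plus 3 SD, cut at about 16% in these data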;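 further: peak over basal fluorescence ratio within a 140 s kinetic read after compound addition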
TAAR1 antag: human TAAR1 antagonists, primary screen, Fluo-8 calcium fluorescence, CHO RD-HGA16 cells; antagonist; AID 624466, 2012; 360,000 tested, 1.5% active; inhibition, % at 3 µM; Trace amine-associated receptor 1 (Homo sapiens), Q96RJ0;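 active means inhibition above a per-plate cutoff, the mean inhibition of test compounds on that plate plus 3 SD, cut at about 49% in these data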;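 further: 0% = DMSO plus EC80 beta-PEA response and 100% = DMSO alone without agonist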
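Test system: CHO RD-HGA16 cells bearing hTAAR1 | Reagent: β-PEA, EC80 | Compound dosing: 3 µM, single point | Schedule: Dye loading 75 min at 37 °C, then 30 min room temperature | Signal: Calcium fluorescence with Fluo-8 | Evaluation: Percent inhibition of PEA-evoked calcium signal, max/basal emission ratio | Control set: DMSO-only wells and EC80 β-PEA-stimulated wells | Repeats: Singlicate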
OXTR ag: human OXTR agonists, primary screen, fluorescence, CHO-OTR cells, Fluo-8 calcium; Oxytocin receptor (Homo sapiens), P30559; activation, % at 3 µM; Fluo-8 calcium fluorescence; normalized: DMSO 0%, oxytocin 100%; 320,000 tested, 0.32% active;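 active means activation above the mean of all tested compounds plus 3 SD, cutoff set per screening run, cut at about 20% in these data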;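 further: peak over basal fluorescence ratio from a 100 s FLIPR kinetic read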
Target sequence (P30559 whole entry, looked up): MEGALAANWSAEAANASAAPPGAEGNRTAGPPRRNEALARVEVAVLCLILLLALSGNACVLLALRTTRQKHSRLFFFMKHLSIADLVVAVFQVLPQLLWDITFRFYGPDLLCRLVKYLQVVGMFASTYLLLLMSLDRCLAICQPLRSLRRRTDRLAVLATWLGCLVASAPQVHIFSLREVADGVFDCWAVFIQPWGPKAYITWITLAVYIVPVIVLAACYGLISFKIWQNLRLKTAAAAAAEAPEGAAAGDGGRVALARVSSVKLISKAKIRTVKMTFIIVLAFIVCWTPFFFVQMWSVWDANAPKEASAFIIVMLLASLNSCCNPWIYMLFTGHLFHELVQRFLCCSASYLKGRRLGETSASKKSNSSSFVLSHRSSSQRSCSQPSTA
V1R ag counter: agonists of human V1a receptor, primary screen, counter-screen for OXTR agonist project, fluorescence, CHO-V1R cells; activation, % at 3 µM; 320,000 tested, 0.25% active; Vasopressin V1a receptor (Homo sapiens), P37288; AID 2797, 2010; Fluo-8 calcium fluorescence, agonist mode; 0% DMSO, 100% 3 nM vasopressin;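 active means activation above the mean activation of all tested compounds plus 3 SD, per screening run, cut at about 20% in these data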;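 further: signal is peak over basal fluorescence ratio across a 100 second FLIPR read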
CHRM1 antagonist: human M1 muscarinic receptor antagonists, primary screen, CHO-K1 cells, Fluo-8 calcium fluorescence, 1536-well | inhibition, % at 3 µM | CHO-K1 hM1, ACh EC80 antagonist | Muscarinic acetylcholine receptor M1 (Homo sapiens), P11229 | 360,000 tested, 1.3% active | AID 588852, 2011;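 active means percent inhibition above its own plate's cutoff, namely the mean of that plate's compound wells plus 3 SD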;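 further: peak over basal fluorescence ratio during 140 s after agonist addition; 0% = ACh EC80 plus DMSO and 100% = DMSO alone without agonist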
OXTR potentiator: human OXTR potentiators, primary screen, fluorescence, CHO-OTR cells, Fluo-8 calcium. Oxytocin receptor (Homo sapiens), P30559. Fluo-8 calcium fluorescence, potentiator mode; 0% = oxytocin EC15, 100% = EC100. activation, % at 3 µM. 320,000 tested, 0.061% active. AID 2445, 2010;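 active means activation above that plate's cutoff, the mean activation of tested compounds plus 3 SD, cut at about 6.6% in these data, passing the limit was not always enough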;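 further: 100% uses oxytocin at 75 nM as the full agonist control; some results filed as inactive read as strong as hits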
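Assay system: CHO cell line stably expressing human OTR. Reagent: EC15 oxytocin agonist. Dosing: single dose, 3.0 µM nominal final compound concentration. Timing: compound 6 min at room temperature before oxytocin, 100 s read. Signal: kinetic Fluo-8 calcium fluorescence. Controls: oxytocin EC15 low and EC100 high.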
Starred values were filed as active, the others as inactive; . = not tested or not shown.

| compound | CHRM1 antagonist | OXTR ag | CHO parental Ca | CHRM1 agonist | TAAR1 antag | OXTR potentiator | M1 PAM | V1R ag counter | TAAR1 ag |
| --- | --- | --- | --- | --- | --- | --- | --- | --- | --- |
| CCCCn1c(N)c(N(Cc2ccccc2OC)C(=O)c2cc(=O)[nH]c3ccccc23)c(=O)[nH]c1=O | 4.5 | 0.2 | -11.6 | -1.7 | -1.1 | -7.5 | 0.6 | 0.2 | 2.4 |
| O=C(CCc1nc(-c2cccs2)no1)Nc1cnc2ccccc2c1 | -1.8 | 9.7 | -6.7 | 0.1 | -15.4 | -16.5 | -0.8 | 9.8 | 42.0* |
| COc1ccc(CNC(=O)CCn2c(=O)oc3ccccc32)cc1 | 12.8 | -0.2 | -13.0 | -6.0 | 2.4 | -7.8 | -2.8 | 0.8 | 9.1 |
| COc1ccc(C(=O)N(C)Cc2ccc(OC)c(OC)c2OC)cc1S(=O)(=O)N1CCOCC1 | 11.2 | . | . | -2.8 | -9.4 | . | -2.8 | . | -1.5 |
| COC(=O)C1=C(CSc2nc3ccccc3s2)NC(=O)NC1c1ccc(F)cc1 (configuration not stated) | -11.4 | -1.8 | -25.8 | -7.6 | 10.2 | -4.7 | 9.1 | 0.2 | -1.9 |
| COc1ccc(-c2nn(-c3ccccc3)cc2/C=N/Nc2cccc(C(=O)O)c2)cc1 | -4.5 | . | . | -3.5 | 3.5 | . | 7.6 | . | -2.4 |
| CCN(CC)S(=O)(=O)c1ccc(OC)c(NC(=O)c2ccc([N+](=O)[O-])cc2)c1 | 1.0 | -0.2 | -6.5 | -8.3 | 10.1 | -7.8 | 6.9 | 0.2 | 3.6 |
| O=C(NCc1ccc(F)cc1)C1CCC(=O)N1C1CCCCC1 (configuration not stated) | -7.6 | -0.4 | -13.0 | -5.3 | 2.1 | 1.2 | 8.3 | 0.3 | 5.9 |
| O=C(COC(=O)c1ccc(Cl)cc1[N+](=O)[O-])NNC(=O)c1cccs1 | -5.4 | -0.5 | -5.5 | -3.3 | 1.5 | -12.5 | 5.7 | 1.1 | 1.9 |
| COc1ccccc1OCCSc1nc2ccc([N+](=O)[O-])cc2s1 | 14.1 | 0.9 | -8.4 | -7.6 | 28.6 | -8.8 | -17.1 | 4.5 | 1.2 |
| COc1ccc(-c2ccc(/C=N/NC(=O)Cc3nnc(N)s3)o2)cc1Cl | 22.5 | -2.2 | 4.8 | -3.6 | -1.8 | -5.3 | -4.3 | -0.9 | -1.0 |
| O=C(O)c1ccccc1-c1ccccc1C(=O)Nc1cccc2ccccc12 | -3.5 | 0.1 | -3.8 | -3.1 | 1.1 | -4.4 | 10.8 | -0.2 | 2.5 |
| O=C(C1CC(=O)N(c2ccccc2)C1)N1CCN(c2ccc(F)cc2)CC1 (configuration not stated) | -10.9 | 0.1 | 1.9 | -3.9 | -1.1 | -1.1 | 4.5 | 2.3 | 0.8 |
| O=C(NCCc1ccc(Cl)cc1)c1cc(-c2ccccn2)nc2ccccc12 | 15.4 | -1.5 | -20.4 | -2.1 | 38.2 | -1.2 | -7.0 | 0.1 | 5.0 |
| CC1(c2ccccc2)NC(=O)N(CC(=O)N2CCN(S(=O)(=O)c3cccc([N+](=O)[O-])c3)CC2)C1=O (configuration not stated) | -13.1 | -0.4 | -22.5 | -5.7 | -8.3 | -6.4 | 7.3 | 0.3 | 1.8 |
| COc1cccc(NC(=O)c2ncc(Cl)c(Cl)c2Cl)c1 | -3.0 | -2.0 | -9.7 | -6.1 | -6.5 | 0.7 | 0.1 | -1.4 | 1.5 |
| COC(=O)Nc1ncc(CN2CCCCC2)s1 | -4.4 | 0.9 | 0.9 | 0.4 | 8.2 | -5.5 | -3.3 | -0.3 | 6.8 |
| NNC(=O)c1nc(-c2ccccc2)cc(-c2ccccc2)n1 | -2.3 | . | . | -2.5 | 32.8 | . | -3.0 | . | 2.2 |
| O=C(c1cc2sccc2n1Cc1ccccc1)N1CCCc2ccccc21 | -24.6 | -1.1 | -7.9 | -3.1 | -9.0 | -10.4 | 5.7 | -0.9 | 1.4 |
| COc1cccc(NC(=S)N(CCN(C)C)Cc2cccs2)c1 | -2.0 | 1.5 | -10.2 | -6.9 | 11.8 | 5.7 | 2.2 | 0.7 | -0.2 |

Other records.
| compound | CHRM1 antagonist | OXTR ag | CHO parental Ca | CHRM1 agonist | TAAR1 antag | OXTR potentiator | M1 PAM | V1R ag counter | TAAR1 ag |
| --- | --- | --- | --- | --- | --- | --- | --- | --- | --- |
| CCOC(=O)C1=C(CSc2nc3c(cc2C#N)CN(C)CC3)OC(N)=C(C#N)C1c1ccc(Cl)cc1 (configuration not stated) | 0.8 | -1.1 | -17.5 | -2.9 | 13.6 | -2.0 | 3.6 | -0.3 | 1.5 |
| C[C@@H](C(=O)Nc1ccc2ccccc2c1)[C@H]1C[C@]1(C)[C@H](NS(=O)(=O)c1ccccc1)c1ccccc1 | . | 1.4 | -11.2 | . | -2.8 | -3.3 | . | 1.4 | 13.4 |
| CCN1CCCC1CN(Cc1cc2ccc(C)cc2[nH]c1=O)C(=S)Nc1ccc(OC)cc1OC (configuration not stated) | 3.6 | 0.6 | -16.0 | -12.2 | -12.5 | -2.9 | 5.8 | 0.5 | -0.6 |
| C=CCn1c(C)cc(C(=O)CN2NS(=O)(=O)c3ccccc3C2=O)c1C | 22.3 | -0.6 | -14.2 | -6.4 | 26.9 | -5.3 | -5.0 | 0.7 | 2.1 |
| O=C(Nc1cccnc1)OC1CCCCC1 | -8.6 | -0.2 | -4.2 | -7.3 | 1.1 | -8.3 | 6.4 | 1.3 | 2.4 |
| Cc1cc(C(C)(C)C)ccc1OCCN1CCCC1 | -20.5 | 0.9 | 1.5 | -4.0 | -7.9 | -8.1 | 0.0 | 1.2 | 28.5 |
| O=C(C(=O)N1CCc2ccccc2C1)c1c[nH]c2ccccc12 | 7.3 | 1.4 | -15.6 | -6.4 | -23.9 | -2.1 | -0.1 | 1.1 | 6.8 |
| Cc1ccc(/C=C/S(=O)(=O)NCC(=O)O)cc1 | -15.2 | 0.3 | -6.7 | -2.5 | 2.0 | -4.8 | 10.1 | 1.9 | 2.5 |
| Clc1nnc2c3ccccc3ccn12 | -2.5 | . | . | -3.4 | 8.0 | . | 4.2 | . | 0.2 |
| COC(C#CCCN(C)C)(c1ccccc1)c1ccccc1 | 98.9* | 0.1 | 3.1 | -11.3 | -11.2 | -2.5 | -26.9 | 0.8 | 2.1 |
| O=S(=O)(Nc1ccc(OC(F)F)cc1)c1ccc(-c2ccon2)s1 | 2.2 | 8.8 | -1.7 | 4.9 | 22.0 | -22.7 | -0.6 | 9.6 | 17.4 |
| C[C@@H]1CN([C@@H](C)CO)C(=O)CCCn2cc(nn2)CO[C@H]1CN(C)S(=O)(=O)c1cn(C)cn1 | -8.4 | . | . | -1.8 | 1.2 | . | 1.9 | . | 0.1 |
| CSCC[C@H](NC(=O)c1nn(C)c(=O)c2ccccc12)c1nc2ccccc2[nH]1 | -1.9 | -1.6 | -32.8 | -5.6 | -4.9 | -0.8 | -0.5 | 0.5 | 3.4 |
| O=C(Nc1cccc(-c2cn3ccccc3n2)c1)c1cnccn1 | 4.7 | -0.2 | -26.8 | -2.8 | 17.8 | -7.7 | -0.9 | -0.1 | 5.5 |
| COC(=O)C(NC(=O)CCC(=O)N[C@@H](C(=O)OC)c1ccccc1)c1ccccc1 (some centres not stated) | 1.5 | -0.4 | -12.9 | -4.7 | 6.9 | -14.5 | 2.2 | 0.2 | 4.8 |
| O=C(OCCCOC(=O)c1ccc(Br)o1)c1ccc(Br)o1 | 4.9 | 0.3 | -8.1 | -7.8 | -0.2 | 0.7 | -0.2 | 0.8 | -0.6 |
| C[C@@H]1CCCCO[C@H](CN(C)Cc2ccc(C(F)(F)F)cc2)[C@H](C)CN([C@@H](C)CO)C(=O)c2cc(NC(=O)Cc3ccccc3)ccc2O1 | 3.1 | . | . | -10.4 | -5.4 | . | -9.4 | . | -0.2 |
| COc1ccc2c(c1)[nH]c(=O)c1sc3ccccc3c12 | -32.6 | -1.0 | 4.2 | -0.2 | . | -8.7 | 4.2 | -0.2 | . |
| c1ccc2c(NCC3CCCO3)nc(N3CCOCC3)nc2c1 (configuration not stated) | -5.7 | 0.9 | -9.0 | -5.3 | -29.2 | -9.1 | 12.2 | 0.7 | 0.5 |
| CCOc1ccccc1NC(=O)c1cc(-c2cc(OC)c(OC)c(OC)c2)nc2ccccc12 | 16.0 | -0.6 | -13.9 | -0.1 | 59.3* | -6.4 | -11.3 | 1.2 | 5.8 |
| O=C(Nc1ccnc(-c2ccncc2)n1)c1ccc(Cl)cc1 | -6.0 | 0.5 | -5.8 | -6.4 | -9.4 | -6.0 | 10.8 | 0.2 | 7.3 |

High-throughput results as filed in PubChem BioAssay.
